Screens: PubChem, several laboratories
TcdB inh: TcdB glycohydrolase inhibitors, primary screen, biochemical, single point, plate reader. Toxin B (Clostridioides difficile), P18177. TcdB glycohydrolase enzymatic assay. inhibition, % at 9.99 µM. hit rate 0.24% among 350,000. AID 652162, 2013; in the data active = inhibition above about 10%
Yp Topo-I inh: Yersinia pestis topoisomerase I inhibitors, primary screen, biochemical, cleavage product accumulation, plate reader, single point; Y. pestis Topo-I cleavage product accumulation; hit rate 0.064% among 360,000; AID 504884, 2011; activity, % at 10 µM; DNA topoisomerase I (Yersinia pestis CO92); in the data active = activity above about 50%, passing the limit was not always enough; inconclusive = no clear call, values can overlap the other calls; also: inactives centre near 2
UGM FP inh: M. tuberculosis UGM enzyme inhibitors, primary screen, biochemical, fluorescence polarization, single point; purified UGM, fluorescence polarization probe displacement; inhibition, % at 10 µM; hit rate 0.06% among 320,000; AID 504406, 2011; in the data active = inhibition above about 10%, passing the limit was not always enough; inconclusive = no clear call, values can overlap the other calls
Target sequence (P9WIQ1 whole entry, looked up): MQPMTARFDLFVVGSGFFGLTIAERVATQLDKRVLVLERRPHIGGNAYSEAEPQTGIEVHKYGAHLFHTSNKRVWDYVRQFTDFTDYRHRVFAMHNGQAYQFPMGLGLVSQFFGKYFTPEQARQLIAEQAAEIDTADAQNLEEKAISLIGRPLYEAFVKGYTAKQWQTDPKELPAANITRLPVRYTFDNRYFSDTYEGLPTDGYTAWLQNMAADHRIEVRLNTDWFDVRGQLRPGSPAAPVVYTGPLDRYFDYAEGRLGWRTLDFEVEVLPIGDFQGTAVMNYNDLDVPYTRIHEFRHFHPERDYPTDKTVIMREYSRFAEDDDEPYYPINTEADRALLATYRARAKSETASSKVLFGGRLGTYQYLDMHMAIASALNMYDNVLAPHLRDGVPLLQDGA
FadD28 FP inh: inhibitors of FadD28 bisubstrate probe binding, primary screen, biochemical, fluorescence polarization, single point; inhibition, % at 12.5 µM; hit rate 0.22% among 360,000; AID 588549, 2011; in the data active = inhibition above about 8.5%, passing the limit was not always enough; inconclusive = no clear call, values can overlap the other calls
Vc quorum ag: inducers of Vibrio cholerae quorum light production without autoinducers, primary screen, BH1578 luxS cqsA deficient, single point. V. cholerae BH1578 lux reporter, luminescence, 6 h. activation, % at 18.7 µM. hit rate 0.16% among 350,000; in the data active = activation mostly above about 9.7%, no sharp cut-off; inconclusive = no clear call, values can overlap the other calls; inactive = mostly below about 3.7%; also: not every result past the cut was called active; inactives centre near 0; reference of the scale not given here
PfHsp40 rescue: rescue of yeast from PfHsp40 toxicity, primary screen, S. cerevisiae, ATP luminescence | S. cerevisiae expressing PfHsp40, growth rescue | growth rescue, % at 12.5 µM | hit rate 0.68% among 340,000; in the data active = growth rescue above about 28%, passing the limit was not always enough; inconclusive = no clear call, values can overlap the other calls;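 also: yeast W303a lacking pdr1 and pdr3 grown in galactose medium; growth measured after three days at 30 °C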
Mtb FBA inh: Mtb FBA enzyme inhibitors, primary screen, biochemical, fluorescence, strain H37Rv; Fructose-bisphosphate aldolase (Mycobacterium tuberculosis (strain ATCC 25618 / H37Rv)), …; purified M. tuberculosis FBA, fluorescence read-out; inhibition, % at 1 µM; hit rate 2.3% among 360,000; AID 588726, 2011; in the data active = inhibition above about 27%;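 also: 0% = vehicle and 100% = reference inhibitor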
Target sequence (P9WQA3 whole entry, looked up): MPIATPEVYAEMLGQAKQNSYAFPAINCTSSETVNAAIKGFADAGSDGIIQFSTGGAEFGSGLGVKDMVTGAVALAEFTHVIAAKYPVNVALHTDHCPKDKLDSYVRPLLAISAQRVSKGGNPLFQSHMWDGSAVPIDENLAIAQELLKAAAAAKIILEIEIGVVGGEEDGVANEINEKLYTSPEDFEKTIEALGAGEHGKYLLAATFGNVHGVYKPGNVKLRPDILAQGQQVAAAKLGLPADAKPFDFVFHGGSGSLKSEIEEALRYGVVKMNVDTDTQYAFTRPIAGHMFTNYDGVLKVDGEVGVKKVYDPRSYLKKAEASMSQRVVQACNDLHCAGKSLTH
GDH-TPI inh: GDH-TPI coupling enzyme inhibitors, primary screen, artefact control for M. tuberculosis FBA inhibitor project, biochemical, absorbance, full deck | hit rate 1.2% among 360,000 | GDH-TPI coupled enzyme counterscreen, NADH absorbance | inhibition, % at 4.8 µM; in the data active = inhibition above about 30%;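 also: 0% = DMSO wells and 100% = wells lacking the enzyme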
Mtb BioA inh: M. tuberculosis BioA enzyme inhibitors, primary screen, biochemical, plate reader, single point, HTS; 7,8-diaminopelargonic acid synthase BioA (Mycobacterium tuberculosis); purified M. tuberculosis BioA enzyme; inhibition, % at 9.99 µM; hit rate 0.096% among 360,000; AID 602481, 2012; in the data active = inhibition above about 40%; inconclusive = no clear call, values can overlap the other calls
Numbers without * were called inactive; i = inactive; ? = inconclusive; · = no result given; & = joins results of further samples.

SMILES,TcdB inh,Yp Topo-I inh,UGM FP inh,FadD28 FP inh,Vc quorum ag,PfHsp40 rescue,Mtb FBA inh,GDH-TPI inh,Mtb BioA inh
CCOC(=O)N1CCN(C(=O)CCCOc2ccccc2)CC1,·,-3,-0.1,-1.5,-8.3,-0.7,-6,-4,3.1
COc1ccc(OC)c(-c2[nH]nc3c2C(c2ccco2)C(C#N)=C(N)O3)c1 (centres undefined),·,-6,-0.5,-1.1,i,1.1,0,2,-1.3
CCNC(=O)CC1C(=O)N(c2ccccc2)C(=O)N1CCc1ccc(OC)cc1 (centres undefined),3.9,-5,2.2,-2.3,-0.4,-0.2,-1,-10,·
CCc1sc(C(=O)N2CCN(c3ccc(F)cc3)CC2)cc1C,1.7,33,-0.6,-3.4,-4.5,0.0,-4,-11,2.5
Cc1nn(Cc2cccc(C(=O)Nc3ccn(Cc4ccccc4F)n3)c2)c(C)c1[N+](=O)[O-],·,4,-1.4,-0.3,-5.6,13,1,9,-1.2
Cc1ccc2oc(=O)c3cc(C(=O)NCCCN4CCCCCC4)sc3c2c1,0.9,10,-0.7,-6.0,i,-1.5,14,19,-2.4
Cc1ccc(C(=O)NNC(=O)c2ccncc2)cc1S(=O)(=O)N1CCOCC1,2.3,3,0.1,-2.8,i,1.0,-3,9,-1.4
Cc1cc(C)c(CN2CCN(C(=O)Cn3cnc4c(NCc5ccccc5)ncnc43)CC2)c(C)c1,-6.3,-2,·,-0.9,-0.4,-0.8,5,6,0.0
COc1ccc(CC(=O)Nc2nc(OCC(F)(F)F)cnc2-c2ccc(Cl)cc2Cl)cc1,1.1,15,·,-0.4,i,·,5,7,0.7
Cc1cccc2c(=O)cc(C(F)(F)F)[nH]c12,-0.1,1,-1.3,-1.8,i,0.2,3,7,·
O=S(=O)(c1ccccc1)N1CCN(C(=S)NCCCN2CCOCC2)CC1,-0.5,0,0.2,-1.6,-0.4,-1.0,3,7,-1.2
c1cnc2nc(-c3ccc4c(c3)OCO4)cn2c1,3.0,3,8.4,0.6,-0.2,1.2,6,16,0.3
CN1CCN(S(=O)(=O)c2ccc(NC(=O)Cc3cccs3)cc2)CC1,0.8,-4,2.6,-0.9,-0.2,2.1,-1,-2,·
Cc1ccc(-c2nnn(CC(=O)N(CC3CCCO3)C(C(=O)NC3CCCCC3)c3ccc(F)cc3)n2)o1 (centres undefined),·,3,0.9,0.7,-0.1,0.4,0,18,6.1
Cc1noc(C)c1NC(=O)N(C)C[C@@H]1Oc2cc(Br)ccc2S(=O)(=O)N([C@H](C)CO)C[C@@H]1C,-3.7,-6,·,0.8,-0.4,·,3,1,1.2
CC(C)(C)NC1=NCCNC(c2ccccc2)=C1,0.1,9,·,-1.7,0.6,·,2,5,0.5
COc1ccc(N2CCCn3c2nc2c3c(=O)n(Cc3ccccc3F)c(=O)n2C)c(OC)c1,·,21,-1.1,-4.7,i,1.9,-10,-12,2.7
O=[N+]([O-])c1ncccc1OCc1ccc(Cl)c(Cl)c1,1.4,2,0.1,-56,-0.3,-1.2,0,-6,4.7
Nc1nc(Cl)nc2ccc(Br)cc12,1.3,-14,-0.9,-3.1,i,-0.6,-2,4,·
CC(C(=O)O)C(=O)O,0.5,18,1.9,-2.2,-0.7,-1.7,-2,5,-0.1
O=C(c1ccc(NS(=O)(=O)c2cccc3cccnc23)cc1)N1CCCCC1,-2.8,7,0.2,-3.2,0.4,0.4,0,-11,·
O=C(Nc1cccc(OC(F)(F)F)c1)C1Cc2c(-c3cccc(F)c3)ccnc2O1 (centres undefined),-0.4,24,·,-1.7,i,·,0,12,-2.9
Cc1nc2c(-c3ccc(F)cc3)c(C)nn2c(C)c1CCC(=O)Nc1ccccc1,1.6,7,-3.9,0.7,0.0,-1.5,3,4,-0.5
COc1ccccc1N1CCN(CCN2C(=O)C3CCCCN3C2=O)CC1 (centres undefined),1.0,-2,1.8,-4.3,i,-0.9,2,-7,-1.9
C=C1c2ccccc2NC(=S)N1Cc1ccc2c(c1)OCO2,0.9,2,1.3,-13,1.2,2.1,-1,1,·
CCc1ccc(S(=O)(=O)NCc2cccs2)cc1,1.0,6,3.2,-2.9,-0.2,0.4,-1,-4,-0.9
O=C(c1cccc(F)c1)N1CCN(C(=O)c2cc(-c3ccc(Cl)cc3Cl)on2)CC1,·,4,-0.1,-0.1,i,2.8,4,10,-1.2
CCNC(=S)N/N=C(\C)c1cccc(C(F)(F)F)c1,0.7,4,-1.3,-0.8,-0.6,-1.6,-6,1,·
N#Cc1ccc(Oc2cc(C(F)(F)F)nc(-c3ccccn3)n2)cc1,·,4,0.4,-1.8,-0.2,0.6,4,9,0.0
C/C(=N\NC(=O)CCCNc1cccc(C)c1)c1ccncc1,-2.5,-7,0.1,-3.2,1.6,-0.3,2,-5,·

Exported field by field: part of the list above
Cc1cc(C)c(CN2CCN(C(=O)Cn3cnc4c(NCc5ccccc5)ncnc43)CC2)c(C)c1
  TcdB inh: -6.3 | Yp Topo-I inh: -2 | UGM FP inh: · | FadD28 FP inh: -0.9 | Vc quorum ag: -0.4 | PfHsp40 rescue: -0.8 | Mtb FBA inh: 5 | GDH-TPI inh: 6 | Mtb BioA inh: 0.0
Cc1noc(C)c1NC(=O)N(C)C[C@@H]1Oc2cc(Br)ccc2S(=O)(=O)N([C@H](C)CO)C[C@@H]1C
  TcdB inh: -3.7 | Yp Topo-I inh: -6 | UGM FP inh: · | FadD28 FP inh: 0.8 | Vc quorum ag: -0.4 | PfHsp40 rescue: · | Mtb FBA inh: 3 | GDH-TPI inh: 1 | Mtb BioA inh: 1.2
CCOC(=O)N1CCN(C(=O)CCCOc2ccccc2)CC1
  TcdB inh: · | Yp Topo-I inh: -3 | UGM FP inh: -0.1 | FadD28 FP inh: -1.5 | Vc quorum ag: -8.3 | PfHsp40 rescue: -0.7 | Mtb FBA inh: -6 | GDH-TPI inh: -4 | Mtb BioA inh: 3.1

New compounds follow
SMILES,TcdB inh,Yp Topo-I inh,UGM FP inh,FadD28 FP inh,Vc quorum ag,PfHsp40 rescue,Mtb FBA inh,GDH-TPI inh,Mtb BioA inh
COc1ccccc1CCNS(=O)(=O)c1c(C)n(C)c(=O)n(C)c1=O,1.1,-5,-0.7,-2.4,0.5,-0.9,2,16,-1.8
Cc1ccc(NC(=O)C(C)OC(=O)c2ccc(NS(=O)(=O)c3ccc(F)c(F)c3)cc2)cc1 (centres undefined),·,2,2.1,-0.7,3.8,-0.8,-4,1,2.4
O=C1CCC([N+](=O)[O-])C(c2ccc3c(c2)OCO3)N1 (centres undefined),1.2,0,0.7,-2.3,-0.3,-1.1,-1,-3,·
COc1ccc2oc(=O)cc(-c3cc4cccc(OC)c4o3)c2c1,0.6,2,0.1,-0.3,-0.1,0.8,-2,2,-2.5
CC(=O)c1cc2c(C)cc(=O)oc2cc1O,0.4,4,-0.8,-2.7,-1.5,0.4,9,17,-0.3
CCN(CC)S(=O)(=O)c1ccc(C(=O)NCc2ccc3[nH]c4c(c3c2)CCCC4)cc1,0.4,15,-4.2,-0.9,0.2,-0.6,2,-5,-1.0
NS(=O)(=O)c1ccc(CCNC(=O)CCC(=O)c2cccs2)cc1,1.4,-6,-0.9,-3.0,-0.9,0.8,-1,-6,-0.9
CN1CCN(S(=O)(=O)c2cccc(C(=O)N(C)Cc3c(F)cccc3Cl)c2)CC1,-0.7,0,-0.8,-2.8,1.1,-0.3,3,7,1.4
CCN1CCN(C(=S)NCCc2ccccc2)CC1,·,12,0.2,0.5,13,-0.1,-1,4,0.6
CC(=O)Nc1cccc(-c2cnc(N)c(C(=O)c3cccnc3)n2)c1,·,-1,0.9,-2.3,-8.3,-0.8,2,-1,-0.2
O=C(O)CC1SC(=Nc2ccccc2)N(c2ccccc2)C1=O (centres undefined),·,1,3.3,-2.2,0.6,-1.3,-1,-3,-2.4
COc1cc(CNc2ccc(CNc3ncn[nH]3)cc2)ccc1OCc1ccccc1,·,25,-0.6,-0.1,-0.5,1.7,1,-1,·
Cc1ccc(NS(=O)(=O)c2cccc(C(=O)N3CCCC(C)C3)c2)cc1 (centres undefined),0.4,5,0.5,-1.7,i,0.6,4,13,0.0
CCc1c(C)nc2c(C#N)c[nH]n2c1=O,·,-5,3.5,-5.4,-0.3,-1.1,5,-4,0.3
CCOC(=O)C1CCCN(S(=O)(=O)c2ccc(OC)cc2)C1 (centres undefined),·,-5,3.0,-2.6,i,1.5,0,10,0.4
Cc1ccc(S(=O)(=O)N2C[C@H]3n4c(=O)ccc(=O)n4C[C@H](OC(=O)NCC4CCCCC4)[C@@]3(O)C2)cc1,0.2,18,·,-3.3,-0.4,·,0,6,1.8
CCOC(=O)/C=C/C(=O)Nc1ccccc1C(=O)NC1CCCCC1,0.4,-5,-0.3,-2.5,-0.9,-1.4,-5,1,-1.8
Cn1c(SCc2cc(=O)[nH]c(C(C)(C)C)n2)nnc1C(F)(F)F,0.1,5,0.8,1.0,0.0,0.4,-3,0,-1.3
N#CC1=C(N)NC(SCC(=O)c2ccc(Br)cc2)=C(C#N)C12CCCCC2,-0.6,-2,2.4,-3.2,-0.9,1.4,0,12,1.8
COc1ccc(NC(=O)c2cc3n(n2)C(C(F)(F)F)CC(c2ccc4c(c2)OCO4)N3)cc1OC (centres undefined),·,12,-3.7,0.0,-0.2,1.5,3,1,0.7
COc1ccccc1NS(=O)(=O)c1ccc(C(=O)N2CCN(c3ccccn3)CC2)cc1,0.1,12,1.2,0.1,i,0.1,0,5,5.2
Cc1ccc(NC(=O)COC(=O)[C@@H]2CC(O)CN2S(=O)(=O)c2ccc3c(c2)OCCO3)cc1 (some centres undefined),2.6,13,1.5,0.3,i,0.5,-2,2,-0.5
COc1cccc(CN2C(=NC(=O)CCC3CCCC3)SC3CS(=O)(=O)CC32)c1 (centres undefined),-1.8,8,-2.6,-1.2,-2.7,0.5,4,5,0.2
CC1(NC(=O)c2cccc(S(=O)(=O)N3CCN(c4ccc(F)cc4)CC3)c2)CCS(=O)(=O)C1 (centres undefined),1.8,5,-0.1,0.5,i,0.2,1,1,0.5
C(=N\NC1=Nc2cccc3cccc1c23)/c1ccccc1,·,-5,-1.9,-0.2,-0.3,-0.4,-12,15,·
CCn1c(CSc2nc(C)cc(C)n2)nnc1SCC(=O)Nc1nc(-c2ccccc2)cs1,·,11,0.6,-1.0,-1.3,-0.8,2,0,-1.9
C[C@@H](C(=O)NCCc1c[nH]c2ccccc12)[C@H]1C[C@]1(C)[C@H](NC(=O)OCc1ccccc1)c1ccccc1,1.2,0,-0.6,-3.7,i,0.1,0,-4,1.1
C[C@@H]1CN([C@H](C)CO)C(=O)CCCn2nncc2CO[C@H]1CN(C)C(=O)Nc1ccc(N2CCCCC2)cc1,-8.0&-3.7&-5.2,6,·,-0.4,2.3,·,1,-12,-0.7&-0.1&0.5
O=[N+]([O-])C(=C1SCCS1)C(=C(Cl)Cl)N1CCCCC1,1.8,11,0.3,?,-0.4,10,-2,8,·
O=C1CCc2cc(S(=O)(=O)N3CCCCC3)cc3c2N1CC3,1.0,1,0.4,-1.3,0.9,6.1,-1,0,0.4
COc1ccccc1CNC(=O)C1CCCN(S(=O)(=O)c2cccc3cccnc23)C1 (centres undefined),1.2,-5,2.1,-1.2,0.0,-0.4,3,-10,-0.4
CCN(CC(=O)Nc1c(F)cccc1F)C(=O)c1ccc(N2CCCC2)c([N+](=O)[O-])c1,-3.4,15,5.6,-2.6,-0.3,-0.6,-5,0,1.3
Cc1ccc2c(c1)c1n[nH]c(=S)nc1n2CCc1ccccc1,0.3,3,1.0,-0.3,-2.2,0.4,0,7,·
